Assay outcomes from PubChem.
FBW7 activator – FBW7 E3 ligase activators, primary screen, biochemical, AlphaScreen, human. F-box/WD repeat-containing protein 7 (Homo sapiens), Q969H0. AlphaScreen FBW7–phospho-cyclin E peptide binding, activator screen. normalized activity (activation), % at 26.1 µM. hit rate 0.13% among 650,000; in the data active = normalized activity above about 1.9%;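 note: purified mutant Fbw7 with reduced substrate affinity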
GPR151 ag – activators of human GPR151, primary screen, cell-based, PathHunter beta-arrestin, luminescence. hit rate 1% among 650,000. PathHunter beta-arrestin GPR151 cells. AID 1508602, 2020. activation, % at 11.2 µM. G-protein coupled receptor 151 (Homo sapiens), Q8TDV0; in the data active = activation above about 4.9%;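 note: 0% = median of compound wells and 100% = cells with positive control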
Target sequence (Q8TDV0 whole entry, looked up): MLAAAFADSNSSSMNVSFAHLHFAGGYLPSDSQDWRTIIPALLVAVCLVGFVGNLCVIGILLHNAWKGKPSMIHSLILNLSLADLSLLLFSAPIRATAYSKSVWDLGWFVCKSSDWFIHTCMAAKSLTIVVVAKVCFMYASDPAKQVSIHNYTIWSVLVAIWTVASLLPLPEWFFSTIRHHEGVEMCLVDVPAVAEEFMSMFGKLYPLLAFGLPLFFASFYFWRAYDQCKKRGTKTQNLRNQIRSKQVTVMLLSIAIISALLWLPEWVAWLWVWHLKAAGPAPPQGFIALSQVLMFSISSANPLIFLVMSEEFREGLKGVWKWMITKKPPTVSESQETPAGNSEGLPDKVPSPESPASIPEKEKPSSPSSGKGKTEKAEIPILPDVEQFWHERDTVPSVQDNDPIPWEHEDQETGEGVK
MITF inh – MITF inhibitors, primary screen, biochemical, AlphaScreen, human; Microphthalmia-associated transcription factor (Homo sapiens), O75030; AlphaScreen MITF homodimerization, bead proximity signal; inhibition, % at 2.6 µM; hit rate 0.91% among 650,000; in the data active = inhibition above about 50%;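 note: 0% = vehicle wells with protein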
Target sequence (O75030 whole entry, looked up): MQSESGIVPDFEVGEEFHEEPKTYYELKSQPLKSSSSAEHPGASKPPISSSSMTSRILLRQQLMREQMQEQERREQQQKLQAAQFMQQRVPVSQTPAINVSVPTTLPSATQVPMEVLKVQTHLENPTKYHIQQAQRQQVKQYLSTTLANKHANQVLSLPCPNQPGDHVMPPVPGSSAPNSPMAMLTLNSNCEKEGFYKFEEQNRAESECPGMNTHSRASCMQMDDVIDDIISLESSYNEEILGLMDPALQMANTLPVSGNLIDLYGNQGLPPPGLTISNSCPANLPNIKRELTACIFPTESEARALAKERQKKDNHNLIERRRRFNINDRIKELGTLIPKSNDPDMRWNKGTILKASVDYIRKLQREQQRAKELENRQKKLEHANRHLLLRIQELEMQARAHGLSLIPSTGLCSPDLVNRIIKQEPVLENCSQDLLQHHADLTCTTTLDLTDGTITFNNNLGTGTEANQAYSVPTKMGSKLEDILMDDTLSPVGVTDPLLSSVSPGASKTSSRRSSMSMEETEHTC
TEAD-YAP block – TEAD-YAP interaction inhibition, primary screen, TEAD-YAP interaction inhibitor project, luminescence, HEK-TIYL cells; inhibition, % at 9.12 µM; AID 1259422, 2018; TEAD-Gal4/YAP UAS-luciferase luminescence; hit rate 1.4% among 640,000; in the data active = inhibition above about 32%;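 note: 0% = median of test compound wells and 100% = reference inhibitor wells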
Active calls of the source: *; & = joins results of further samples. Hits appear at their usual frequency; any-hit rate near 3.5%.

Every second line gives: FBW7 activator, GPR151 ag, MITF inh, TEAD-YAP block
CCCNC(=O)C(CCS(C)(=O)=O)N1Cc2ccccc2C1=O (configuration not stated)
    -0.1, 0.0, -20, 1
C/C(CC(=O)Nc1cccc(C(F)(F)F)c1)=N\NC(=O)C1CCCCC1
    0.7, -0.5, 9, -3
CCN(Cc1c(O)ccc2c3c(c(=O)oc12)CCC3)C1CCCCC1
    -0.1, 0.2, 16, 7
CCOC(=O)c1ccc(NC(=O)CC2C(=O)N(c3cccc(Cl)c3)C(=S)N2CCc2ccc(OC)c(OC)c2)cc1 (configuration not stated)
    0.0&0.2, 0.9&0.5, -1&17, 9&18
O=C1NC(=O)c2ccc(N3CCOCC3)c3cccc1c23
    0.1, -0.4, -9, -11
C=CCn1c(SCC(=O)N2CCCC2)nc2cc(C(=O)NCC3CCCO3)ccc2c1=O (configuration not stated)
    0.0, -1.0, -5, 6
N#Cc1ccccc1NC(=O)CCCCCCCC(=O)Nc1ccccc1C#N
    0.2, -0.9, 3, 5
CCOC(=O)c1c(SCCN2CCCCC2)nc(=O)[nH]c1C
    0.2, 0.3, 9, -3
COc1ccc(CCNC(=O)CCCCCn2c(SCc3cccc(Cl)c3)nc3cc4c(cc3c2=O)OCO4)cc1OC
    0.1, -0.6, 24, -10
COc1cc(NC(=O)c2cccc(Cl)n2)cc(OC)c1OC
    -0.1, 2.6, -4, 11
CC(=O)c1c(C)[nH]c(C(=O)Nc2cccc(C(F)(F)F)c2)c1C
    0.1, 0.4, -11, -24
N#CC(C#N)=c1ccc(=C(c2ccc(N3CCCC3)cc2)N2CCOCC2)cc1
    -0.3, -6.4, 18, -65
CCCN(CCC)S(=O)(=O)c1ccc(NC(=O)c2cccc(C)c2[N+](=O)[O-])cc1
    0.1, -1.0, 11, 7
CS(=O)(=O)N1CCCCC1C(=O)Nc1nc(-c2ccc(Cl)cc2Cl)cs1 (configuration not stated)
    -0.1, 1.7, -7, 3
CCC(C)Nc1ncnc2scc(-c3ccccc3)c12 (configuration not stated)
    -0.1, 1.2, 4, 9
CC(=O)Nc1cccc(-c2nnc(SCC(=O)Nc3ccc(C)cc3C)n2C)c1
    -0.3, 0.0, -5, 18
O=C(Nc1ccccc1I)C1CCCO1 (configuration not stated)
    0.2, -1.3, 3, -16
O=C(c1ccc(-c2ccccc2)cc1)N1CCN2C(=O)[C@@H]3CCCN3C(=O)[C@H]2C1
    0.0, -0.8, 11, -5
Cc1ccc(NC(=O)NCC2CCCC(CNC(=O)Nc3ccc(C)cn3)C2)nc1 (configuration not stated)
    -0.1, 0.2, 6, 1
CC(C)(C)C(=O)Nc1ccc(C(=O)Nc2cccc(O)c2)cc1
    0.1, -1.7, 8, 64*
C/C(=N/NC(=O)c1ccccn1)c1ccc([N+](=O)[O-])cc1
    -0.5, -0.8, -7, -53
Cc1cc(C(=O)NCCc2csc3nc(-c4cccc(F)c4)nn23)c(C)o1
    0.1, 0.0, 2, 4
CCOCC(=O)Nc1nnc(Cc2ccc(OC)c(OC)c2)s1
    0.1, -1.0, 0, -2
COc1ccccc1N1CCN(Cc2ccsc2)CC1
    -0.1, 1.2, 24, 11
CCN1CCN(CCCNC(=O)c2sc3nc(C)cc(C)c3c2-n2cccc2)CC1
    -0.1, -0.1, 8, 7
Cc1cccn2c(=O)c3cc(C#N)c(=O)n(-c4ccccc4Cl)c3nc12
    1.1, -0.1, 16, 6
COc1ccc(-c2cccc(NC(=O)Nc3ccccc3F)c2)nn1
    0.2, 2.1, 5, -11
COc1cccc(/C=C/C(=O)OC2CCCCC2=O)c1OC (configuration not stated)
    -0.1, 0.2, -2, -40
Cc1cc(OCC(=O)Nc2c(C)ccc3nsnc23)cc(C)c1Cl
    0.0, -0.3, -1, -3
CCc1ccc(C2C(C#N)=C(N)Oc3n[nH]c(CC(=O)OC)c32)cc1 (configuration not stated)
    -0.1, 1.3, 6, 9

Reprinted from the part before: two entries, followed by the next part.
Every second line gives: FBW7 activator, GPR151 ag, MITF inh, TEAD-YAP block
Cc1cc(OCC(=O)Nc2c(C)ccc3nsnc23)cc(C)c1Cl
    0.0, -0.3, -1, -3
CCc1ccc(C2C(C#N)=C(N)Oc3n[nH]c(CC(=O)OC)c32)cc1 (configuration not stated)
    -0.1, 1.3, 6, 9
CC(C)C1N=C2c3ccccc3N=C(SCc3cc(=O)n4cc(Cl)ccc4n3)N2C1=O (configuration not stated)
    0.1, -1.0, 16, 0
Cc1cccc(NC(=O)c2c(O)c3c([nH]c2=O)CCCC3)c1C
    0.1, 1.3, -1, -12
Cc1nn(CC(=O)Nc2sc3c(c2C(N)=O)CCC(C(C)(C)C)C3)c(C)c1[N+](=O)[O-] (configuration not stated)
    0.0, 1.8, -9, -3
CC(C)c1cc(C(=O)N/N=C\c2cccc(Br)c2)n[nH]1
    0.2, 1.7, -4, -27
COc1ccc(-c2nsc3c(SCC(=O)Nc4nnc(C)s4)ncnc23)cc1
    -0.1, 1.9, -3, 7
CC1=CC(C)(C)Nc2ccc(OC(=O)c3ccc([N+](=O)[O-])cc3)cc21
    -0.9, 2.2, 23, 0
Cn1nnnc1SCC(=O)Nc1ccc(N2CCOCC2)c(Cl)c1
    0.1, 4.1, 8, 6
O=C(CCCn1c2ccccc2c(=O)c2ccccc21)Nc1c(F)cccc1F
    1.1, 1.4, 8, 16
COC(=O)c1ccc(Nc2ccccc2)cc1
    0.0, 0.4, 7, -15
COc1cc(C2=NOC(C(=O)Nc3cccc(O)c3)C2)cc(OC)c1OC (configuration not stated)
    0.0, -0.4, 2, 3
Cc1ccc(C)n1CCN1CCN(C(=S)NC(=O)C2(C)CC2(Cl)Cl)CC1 (configuration not stated)
    0.0, 1.2, 13, 14
Cc1ccc(C(=O)Nc2ccc3nc(NC(=O)c4ccc(C)cc4)sc3c2)cc1
    0.0, 0.1, 9, -11
CN(C)c1ccc(C2C(C#N)=C(N)OC3=C2C(=O)CC(C)(C)C3)cc1 (configuration not stated)
    -0.1, -1.7, -8, -18
CCn1c(O)c(/C=C2\C=Nc3ccccc32)sc1=O
    -0.3, 2.1, 1, -65
O=c1oc2ccc(Cl)cc2c2c1SC(C(F)(F)F)C2 (configuration not stated)
    -0.1, 0.7, -5, 1
O=C(NCc1ccc(F)cc1)c1nn2c(C(F)(F)F)cc(-c3ccco3)nc2c1Cl
    0.2, -1.4, 6, 5
OCC1CCCN1c1nc(NCc2ccccc2)c2ncn(-c3ccccc3)c2n1 (configuration not stated)
    -0.2, 1.1, 5, 7
O=C(Cc1cc(=O)[nH][nH]1)N/N=C/c1c(F)cccc1Cl
    0.0, 0.3, -4, -13
O=C(NC(=S)Nc1ccc(NC(=O)c2ccco2)cc1)c1cccc(F)c1
    -0.1, -0.4, 4, 1
CCN1C(=O)C(c2ccc(O)cc2)(c2ccc(O)cc2)c2ccccc21
    0.3, -0.6, 15, -2
CC1CN(c2cccc(Cl)c2)c2nc3c(c(=O)n(CC(N)=O)c(=O)n3C)n2C1 (configuration not stated)
    0.1, 0.7, 14, 2
c1ccc(CNc2ccc3ncc(-c4ccc5ccccc5c4)n3n2)nc1
    0.0, -0.5, -6, -27
O=C(Nc1ccc(Cl)cc1)/C(=C/c1cccc([N+](=O)[O-])c1)NC(=O)c1cccc(Cl)c1
    0.1, -1.3, -8, -14
O=C1CCCN1CCn1cnc2c(Nc3ccc(Oc4ccccc4)cc3)nc(-c3csc4ccccc34)nc21
    0.1, -0.3, 4, -17
CC1CCCC(C)N1S(=O)(=O)c1ccc(F)cc1 (configuration not stated)
    1.2, 0.5, 17, -8
CCOC(=O)C1CCN(C(=O)C2(NC(=O)Nc3ccc(F)cc3F)CCCCC2)CC1
    0.0, -0.4, 8, 10
Clc1cccc(Oc2ncnc3c2oc2ccccc23)c1
    0.0, -1.1, 11, -3
CC(C)c1cc(=O)oc2cc(O)ccc12
    0.1, -0.7, 13, -1
N/N=C/C1=C(N2CCOCC2)C(=C(\OC(=O)c2ccccc2)c2ccccc2)/CC1
    0.0, -1.4, 15, -6
O=C(CC1(c2cccc(F)c2)CC(=O)N(Cc2cccnc2)C1=O)N1CCCC1 (configuration not stated)
    0.1, 1.5, -2, 0
FC(F)(F)c1cccc(-c2cnn3ccc(NCc4cccnc4)nc23)c1
    0.5, 0.7, 21, 17
Cc1nccn1-c1cc(NCCNC(=O)COc2ccccc2)ncn1
    -0.1, 3.7, -2, 2
O=C(Cc1ccc(N2CCC(NCCc3cccs3)CC2)cc1)N1CCC(O)CC1
    0.0, -0.3, 0, -6
O=C(Cn1c(=O)oc2ccccc21)Nc1nc(-c2ccc(Br)cc2)cs1
    0.1, 2.4, 1, -4
O=[N+]([O-])c1cc([N+](=O)[O-])c(Nc2ccncc2)c([N+](=O)[O-])c1Nc1ccncc1
    -0.1, 0.3, -11, 7
CC1=CC(C)(C)N(C(=O)CCl)c2cc(C)ccc21
    -0.2, -0.3, 4, 7
CNC(=O)c1ccc(-c2ccc(O)cc2)nc1N1CCOCC1
    0.7, 1.7, 20, 0
CSc1nc2ccc(NC(=O)CN3C(=O)NC4(CC(C)CC(C)(C)C4)C3=O)cc2s1 (configuration not stated)
    0.1, 0.3, 7, -8
CC(C)NCC(O)COc1ccc(CC(N)=O)cc1 (configuration not stated)
    -0.1&0.0&-0.2&-0.1&-0.1, 0.7&0.4&2.2&2.1&0.6, -10&6&-4&-8&-2, 13&9
CC1CCN(c2ccc(/C=N/NC(=O)Cn3nnnc3N)cc2[N+](=O)[O-])CC1
    -0.1, -0.1, 13, 3
c1cc(-c2cncc(N3CCOCC3)c2)nc(Nc2ccc(-c3nnco3)cc2)n1
    0.0, 3.1, 4, -7
CCO/C=N/Nc1nc(C(F)(F)F)nc2c1cnn2Cc1ccccc1
    0.0, -0.1, -9, -5
COc1cccc(NC(=O)CSCc2cccc(Br)c2)c1
    0.2, 1.1, 11, -21
COc1ccc(CCNC2Cc3ccccc3C2)cc1
    0.1, -0.1, 11, -9
CCOC(=O)c1ccc(CN(Cc2ccc(Cl)cc2Cl)S(=O)(=O)c2cc(C)ccc2C)cc1
    0.9, 0.5, 13, -3
Cc1cc(C)cc(NC(=O)C2=CCN(S(=O)(=O)c3ccc(F)cc3)CC2)c1
    0.0, 0.0, -9, 16
C=CCOc1ccc(/C=C2/C(=O)N(c3cccc(Br)c3)N=C2C)cc1OC
    -0.5, -0.7, 2, 1
C/C(CC(=O)Nc1cccc(Br)c1)=N\NC(=O)c1ccc(O)cc1O
    0.3, -1.8, 17, 20
O=C(CSC1=NCCS1)Nc1cc(C(F)(F)F)ccc1N1CCOCC1
    -0.1, 2.1, -1, -5
Cc1ccc(-c2nc(C#N)c(N3CCCC3)o2)cc1
    -0.1, -0.4, -6, -23
CCOC(=O)N1CCC(=NNS(=O)(=O)c2ccc(OCC)cc2)CC1
    0.0, -0.4, -2, 6
O=C(CCCN1C(=O)c2ccccc2C1=O)NNc1nc2ccccc2s1
    0.1, -1.2, 3, -1
COc1ccc2ccccc2c1/C=N\NC(=O)c1ccccc1
    -0.1, -1.7, -9, -16
COc1ccc(CNC(=O)CN2CCC3(CC2)NC(=O)c2ccccc2O3)cc1
    0.1, -0.5, 7, 9
CCC(=O)NCCNc1nc2c(C)c(C)ccc2cc1C#N
    0.0, -0.5, -4, 7
COc1ccc(-c2cc(C(=O)N(C)Cc3ccccc3)no2)cc1
    0.0, 0.4, -2, -38
Cc1ccc(S(=O)(=O)N2CCCC(N3CCOCC3)C2)cc1Cl (configuration not stated)
    -0.1, 1.7, 7, 7
CN(C)S(=O)(=O)c1ccc(C(=O)Nc2ccc(F)cc2F)cc1
    -0.1, 0.3, -2, -5
C/C(=N\NC(=O)COc1ccc(C#N)cc1)c1ccccc1OC(F)F
    -0.1, 0.0, 3, 11
NS(=O)(=O)c1ccc(NC(=O)COC(=O)c2cccc(N3C(=O)c4ccccc4C3=O)c2)cc1
    -0.1, 0.5, -5, 5

Reprinted from the part before: 2 entries; new compounds follow.
Every second line gives: FBW7 activator, GPR151 ag, MITF inh, TEAD-YAP block
C/C(=N\NC(=O)COc1ccc(C#N)cc1)c1ccccc1OC(F)F
    -0.1, 0.0, 3, 11
NS(=O)(=O)c1ccc(NC(=O)COC(=O)c2cccc(N3C(=O)c4ccccc4C3=O)c2)cc1
    -0.1, 0.5, -5, 5
Cc1ccc(C(=O)O)cc1NC(=O)c1ccc(Br)cc1
    0.0, 1.1, -9, 1
CCCc1nnc(SCC(=O)NNC(C)=O)n1CC1CCCO1 (configuration not stated)
    0.1, 1.1, 2, 1
CCCCN(C(=O)CCn1c(=O)oc2ccccc21)c1ccccc1
    0.2, 0.0, 8, 12
COc1ccc(Cl)cc1N(CC(=O)NCc1ccccn1)S(=O)(=O)c1ccc(C)cc1
    -0.3, -0.2, -13, -4
COc1ccc2nc(N3CCC(C(=O)NCCN(C)Cc4ccccc4)CC3)sc2c1
    0.0, -0.2, 2, 22
COc1cc(Nc2nc(-c3ccc(C(=O)NC4CC4)cc3)nc3c2ncn3-c2ccsc2)cc(OC)c1OC
    -0.2, 1.3, 5, 23
Cc1ccccc1C(=O)NC1CCN(C(=S)NCC(C)C)CC1
    -0.1, 0.4, 26, -4
O=c1cc(N2CCc3ccccc32)[nH]c(=O)n1-c1ccccc1
    0.1, 2.6, -5, -1
